Akt phos inh: inhibitors of Akt phosphorylation; Neuro2A IGF-stimulated pAkt S473 HTRF, 20 min; stronger effect = lower value; activity change, % for hits at 50 µM; hit rate 0.32% among 360,000; AID 651550; in the data active = activity change below about -80%; inconclusive = mostly about -51% to -80%; also: % is scaled to controls: 0 for no effect and ±100 for the full control effect
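Single-point screen (50 µM final compound) in Neuro2A cells stimulated 20 min with 6 nM IGF at 37 deg C. After lysis, Ser473-phosphorylated Akt read by HTRF (ex 330 nm, em 615/665 nm) as the 665/615 ratio.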
TGFb inhibitor: inhibitors of TGF-b signaling; hit rate 1.2% among 410,000; Potency, µM (highest dose often 46.1 µM), without a hit: top-dose activity, negative = inhibition, usual class: inhibitors; AID 588855; HepG2 CAGA-GFP TGF-b/SMAD3 reporter, GFP fluorescence, 18 h; TGF-beta stimulated, 500 pg/mL final; also: potency is read from the fitted curve at half-maximal effect; % is scaled to controls: 0 for no effect and ±100 for the full control effect; nearly all actives have a fitted effect of over 65% in size
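Cell-based qHTS in HEPG2 carrying a CAGA-GFP Smad reporter; compounds added before 500 pg/mL final TGF-beta, 18 h incubation at 37 degrees C, GFP fluorescence quantified per cell by imaging cytometry.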
HepG2 tox: kills HepG2 cells in TGF-b inhibitor counter-screen; hit rate 0.76% among 410,000; HepG2 CAGA-GFP viability, ATP luminescence, 18 h; Potency, µM (series often up to 46.1 µM), for the others: at the top dose activity change, negative = cytotoxicity, usual class: cytotoxic; AID 588856; also: potency is read from the fitted curve at half-maximal effect; some results filed as inactive show a strong effect at the top dose
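HepG2 CAGA-GFP cells (1000/well, DMEM with 1% FBS) received compound, then TGF-beta at 500 pg/mL final, and were incubated 18 hours at 37 degrees C. Viability was read by CellTiter-Glo luminescence. Media-only wells were set as complete cell-killing and DMSO as no toxicity.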
Abeta rescue: restores growth of yeast expressing A-beta42 peptide | yeast expressing A-beta42, growth rescue, OD600, 48 h; response scale: 0% DMSO, 100% iron-clioquinol control | Potency, µM (titrated, usually from 46.1 µM), without a hit: at the top dose growth rescue, hits mostly activators | hit rate 0.063% among 410,000; also: potency is read from the fitted curve at half-maximal effect; nearly all actives have a fitted effect of over 55% in size
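Growth rescue measured by 600 nm absorbance after 48 h yeast culture at 30 C with compound. Values normalized between DMSO and an equimolar ferric chloride plus clioquinol control.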
Nrf2 block: blocks Nrf2 signaling | A549 ARE-Fluc reporter, luciferase luminescence, 18-24 h | Potency, µM (titrated, usually from 46 µM), for the others: at the top dose activity change, negative = inhibition, most hits filed as inhibitors | hit rate 2.1% among 360,000 | AID 504444; also: potency is read from the fitted curve at half-maximal effect; % is scaled to controls: 0 for no effect and ±100 for the full control effect; nearly all actives have a fitted effect of over 60% in size
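Nrf2 activity is the BugLite luminescence, read 15 min after reagent at room temperature, following CellTiter-Fluor cytotoxicity readout (30 min, 37C). Compound titrations were applied for 18-24 h to 5000 A549 ARE_Fluc cells/well in 5% FBS OPTI-MEM.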
Mm-Cpn inhibitor: M. maripaludis TRiC chaperonin inhibition. purified Mm-Cpn ATPase, ADP Transcreener TR-FRET. Potency, µM (titrated, usually from 76.9 µM), for the others: at the highest dose activity, negative = inhibition, actives largely listed as inhibitors. hit rate 0.031% among 330,000; also: potency is read from the fitted curve at half-maximal effect; % is scaled to controls: 0 for no effect and ±100 for the full control effect; nearly all actives have a fitted effect of over 80% in size
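TR-FRET (320 nm excitation; 590 and 665 nm emission) reports ADP made from 10 uM ATP by 25 nM enzyme; compounds were preincubated 10 min, reaction run 30 min, both at 37°C.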
CCT modulator: modulators of cytosolic chaperonin (CCT/TRiC) activity | purified chaperonin ATPase assay, HTRF ADP detection, 30 min | activity change, % (no concentration beside the values), hits read low | hit rate 0.3% among 360,000 | AID 651819; in the data active = activity change below about -30%; also: % is scaled to controls: 0 for no effect and ±100 for the full control effect
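Enzyme 40 or 20 nM (batch-dependent) in Tris pH 7.4/KCl/MgCl2/DTT; cpd 76 uM single point; ATP 10 uM; 30 min 37 °C; Transcreener ADP HTRF detection, 30 min RT; ratio 665/615.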
Nrf2 ARE act: activators of Nrf2 (ARE) signaling. hit rate 0.31% among 410,000. Potency, µM (highest dose often 46.1 µM), for inactives: at the highest dose activation, actives largely listed as activators. AREc32 ARE-luciferase reporter (MCF7-derived line), luminescence, 24 h. AID 624171; also: potency is read from the fitted curve at half-maximal effect; % of control where 0% means no effect; nearly all actives have a fitted effect of over 65% in size
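AREc32 cells carrying an ARE-driven firefly luciferase reporter were seeded at 1000 cells/well in OPTI-MEM with 5% FBS, then exposed to compound for 24 hr at 37 deg C. Luminescence was read with Steady-Glo after 30 min at RT.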
A549 tox: kills or reduces viability of A549 cells in Nrf2 counter-screen; A549 ARE-Fluc cells, CellTiter-Fluor viability, 18-24 h; Potency, µM (titrated, usually from 46 µM), without a hit: at the highest dose activity change, negative = cytotoxicity, most hits filed as inhibitors; hit rate 0.16% among 390,000; AID 504648; also: potency is read from the fitted curve at half-maximal effect; % is scaled to controls: 0 for no effect and ±100 for the full control effect
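Cytotoxicity counterscreen: CellTiter-Fluor fluorescence was measured in A549 ARE_Fluc cells after 18-24 h of compound exposure in a concentration series. The subsequent BugLite luminescent read reports ARE-luciferase activity.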
The depositor's hits bear a star; i = inactive; ? = inconclusive; · = not tested or not shown; [ ] = remark or other dose. Unless noted, calls follow the shape of the dose curve; as a rule, active = well fitted curve in the direction sought with a large enough effect; inconclusive = small, poorly fitted or top-dose-only effect, or another doubt; inactive = no such curve, though single readings can be large; an effect the other way counts as inactive or inconclusive. Only part of the results is shown; the hit share may differ from the screen's.

no. | SMILES | Akt phos inh | TGFb inhibitor | HepG2 tox | Abeta rescue | Nrf2 block
1 | CCCCn1c(O)c(/C=N/N2CCOCC2)c(=O)[nH]c1=S | i | 14% | 8% | -7% | ?
2 | COC(=O)C1=C(c2ccc(C(C)=O)cc2)C[C@@H]2CC[C@H]1N2C(=O)NCCOc1ccccc1Cl | i | -21% | -21% | 6% | 6%
3 | Cn1c(O)c(C(=N)COc2ccccc2)c(=O)n(C)c1=O | i | 14% | 8% | 11% | ?
4 | N#Cc1c(Cl)nc(Cl)c2c1CCN(Cc1ccccc1)C2 | i | -4% | -18% | 3% | -8%
5 | O=c1[nH]c(=S)n(Cc2ccc(F)cc2)c(O)c1C=NCCCn1ccnc1 | i | 10% | -9% | -8% | 0%
6 | O=c1[nH]c(=O)n(C2CCCCCC2)c(O)c1C=NCc1cccnc1 | i | ? | 6% | -10% | -14%
7 | O=C(Nc1ccc(Cl)cc1)OC1CN2CCC1CC2 (configuration not stated) | i | 14% | -10% | 13% | 4%
8 | Cc1cccc(NC2=NCCCS2)c1 | i | -7% | 0% | 9% | -4%
9 | CC1CN1c1cc2c(c3c1ccn3C)C1CCC2C1 (configuration not stated) | i | -21% | -2% | -10% | ·
10 | NCCc1c[nH]c2ccc(C(N)=O)cc12 | i | 1% | 3% | -16% | 12%
11 | Cc1ccc(-n2c(/C=C\c3ccc(F)cc3)nc3ccccc3c2=O)cc1Cl | · | ? | 6% | 11% | ·
12 | CC(C)C(=O)Nc1ccc(N2CCN(C)CC2)c(F)c1 | i | -3% | -16% | 0% | ?
13 | CN1CC(C(=O)c2ccc(Cl)cc2)C(c2ccc(Cl)cc2Cl)C1 (configuration not stated) | i | -26% | -32% | -4% | 6%
14 | COC(=O)c1ccc(NC(=O)NC(=O)Oc2ccccc2)cc1 | i | 0% | 4% | 9% | 21%
15 | COc1cc2c(cc1OC)C1[C@H]3C(=CC[C@H]1OC2O)CCN3C (some centres not stated) | i | -6% | -1% | -9% | -2%

no. | Mm-Cpn inhibitor | CCT modulator | Nrf2 ARE act | A549 tox
1 | -1% | 1.7 | 0.0% | -6%
2 | 1% | -3.3 | 2.7% | 0%
3 | 0% | 0.5 | 0.2% | ?
4 | -11% | -0.1 | ? | 1%
5 | 3% | 0.4 | 0.4% | 3%
6 | 3% | 3.5 | 0.1% | -1%
7 | 5% | -0.9 | 3.2% | 13%
8 | -2% | 0.2 | 0.5% | -19%
9 | · | 0.4 | -1.0% | ·
10 | -5% | 0.4 | -1.3% | -3%
11 | · | · | 1.1% | -1%
12 | -1% | -0.9 | 0.2% | 1%
13 | 2% | -0.5 | 6.7% | 0%
14 | 0% | 0.5 | -0.9% | 5%
15 | 0% | -3.1 | 0.2% | -1%

Additional results:
no. | SMILES | Akt phos inh | TGFb inhibitor | HepG2 tox | Abeta rescue | Nrf2 block
16 | Cc1ccccc1NC(=O)Cc1nc(COC(=O)Cc2ccccc2)cs1 | i | -5% | 0% | 24% | 18%
17 | Cc1ccc(C)c(N2CCN(C(=O)C3CCCN(S(=O)(=O)c4cccc5nsnc45)C3)CC2)c1 (configuration not stated) | · | ? | -18% | 3% | 16µM*
18 | COc1ccccc1CCNC1CCCCCC1 | i | 17% | -15% | -4% | ?
19 | CC(C)NC(C)Cc1ccc(I)cc1 (configuration not stated) | i | 0% | 4% | -3% | -9%
20 | O=P(O)(Oc1ccccc1)OC(c1ccccc1)C(F)(F)F (configuration not stated) | i | 9% | 14% | -17% | ?
21 | CCc1n[nH]c(CCN)n1 | i | -2% | -8% | -13% | -3%
22 | CC(C)(C)C(O)C(Oc1ccc(Cl)cc1)n1cncn1 (configuration not stated) | i | 21% | 2% | ? | ?
23 | c1ccc(-c2nnc(C3CC(c4cccnc4)=NO3)o2)cc1 (configuration not stated) | i | 4% | 4% | -12% | 0%
24 | CC(C#N)CCC#N (configuration not stated) | i | 0% | 1% | -22% | -3%
25 | COc1ccc(C(c2nnnn2C(C)(C)C)N2CCC3(CC2)C(=O)NCN3c2ccccc2)cc1 (configuration not stated) | i | -6% | -8% | -19% | ·
26 | Cc1ccc2c(c1)cc1c(=O)n(CC(=O)N3CCC4(CC3)OCCO4)nc(C)n12 | i | 3% | -9% | 5% | 13%
27 | Cc1ccccc1NC1(C#N)CCCCC1 | i | 19% | 4% | -10% | -10%
28 | CCC(=O)N1N=C(c2c(O)n(C)c(=O)n(C)c2=O)CC1c1ccccc1 (configuration not stated) | i | -23% | 5% | ? | ?
29 | C#CCOCCOCCOCCNc1nc(N2CCN(C(=O)CCCCCCCCCCNC(=O)[C@H]([C@@H](C)CC)n3cc(CCCCN=C(N)N)nn3)CC2)nc(N2CCN(C(=O)CCCCCCCCCCNC(=O)[C@H](CO)n3cc(CCCCCN)nn3)CC2)n1 | i | ? | -88% | -65%[inhibitor] | ?
30 | CC=CC(C)=CC(C)C(=O)CC(O)CC1CC(=O)NC(=O)C1 (configuration not stated) | i | -25% | -1% | -76%[inhibitor] | ·

no. | Mm-Cpn inhibitor | CCT modulator | Nrf2 ARE act | A549 tox
16 | -4% | -0.4 | 0.3% | -2%
17 | · | · | 0.0% | -7%
18 | 0% | 0.1 | -0.6% | -2%
19 | -2% | -2.2 | 0.5% | 5%
20 | 1% | -0.8 | -0.5% | 0%
21 | 0% | -3.3 | -0.9% | 8%
22 | -3%[15.4 µM] | -1.0 | 2.7% | 7%
23 | 0% | 1.1 | -0.6% | 2%
24 | 0% | 1.0 | 0.8% | 0%
25 | · | -0.8 | -0.8% | ·
26 | -9% | 3.0 | -0.6% | 0%
27 | -2% | -1.4 | -0.1% | -13%
28 | 1% | 2.9 | 0.0% | -11%
29 | 2% | -0.6 | -2.5% | ?
30 | · | 0.4 | -2.4% | ·

The results go on:
no. | SMILES | Akt phos inh | TGFb inhibitor | HepG2 tox | Abeta rescue | Nrf2 block
31 | CCSc1nnc(NC(=O)c2cccn(Cc3ccccc3Cl)c2=O)s1 | · | -3% | -18% | -5% | ·
32 | CN(C)c1ccc(C(=O)N/N=C/C23CC[C@@H](O)CC2(O)CC[C@@H]2[C@@H]3CCC3(C)C(C4=CC(=O)OC4)CCC23O)cc1 (some centres not stated) | i | ? | -87% | 0% | 5.8µM*
33 | CC1=C[C@@H]2c3cccc4[nH]cc(c34)C[C@H]2N(C)C1 | i | 1% | -15% | -3% | -3%
34 | O=C(Nc1ccccc1)C1=C[C@H](c2ccccc2)C[C@H](OCCCCO)O1 | i | -19% | -6% | -25% | ?
35 | C[N+]1(CC2COC(c3ccco3)O2)CCCCC1 (configuration not stated) | i | -10% | -13% | -8% | 8%
36 | CC(=NCCCO)c1c(O)n(Cc2ccccc2)c(=O)[nH]c1=O | · | 15% | -1% | -4% | 10%
37 | Oc1ccccc1C1NCc2ccccc2-n2cccc21 (configuration not stated) | i | 10% | -21% | -21% | 0%
38 | S=P(Nn1cnnc1)(c1ccc(Br)cc1)c1ccc(Br)cc1 | i | -13% | 5% | -5% | 2%
39 | CCOP(=S)(OCC)Oc1cc(C)oc(=O)c1 | i | 3% | 5% | 4% | 17%
40 | CC(C)C(=O)Nc1ccc(S(=O)(=O)N2CC3CC(C2)c2cccc(=O)n2C3)cc1 (configuration not stated) | i | 1% | 1% | -12% | 4%
41 | C[C@]12CC[C@H]3[C@@H](CCC4=CC(=O)CC[C@@H]43)[C@@H]1CC[C@@H]2O | i | 4% | -2% | -27% | -13%
42 | CC1NCCC2(O)CCCCC12 (configuration not stated) | i | 5% | -16% | -5% | 3%
43 | Nc1c(C(=O)Nc2ccc(F)c(Cl)c2)sc2nc3c(cc12)N1CCC3CC1 | · | ? | -28% | -20% | -29%
44 | COc1ccc(C(=O)Nc2ccc(-c3cc(C(F)(F)F)nn3-c3ccccc3)cc2)cc1OC | · | 9% | -20% | -15% | ·
45 | CSc1ncc(/C=C2/C(=O)NC(=O)N(C)C2=O)cn1 | i | -1% | 3% | -8% | 1%
46 | COc1cccc(C2SCC(=O)Nc3c2c(C)nn3-c2ccc(C)c(Cl)c2)c1OC (configuration not stated) | · | -23% | -26% | -12% | ?

no. | Mm-Cpn inhibitor | CCT modulator | Nrf2 ARE act | A549 tox
31 | · | · | -0.2% | 3%
32 | 0% | 0.1 | -4.6% | ?
33 | -2% | 0.0 | -0.7% | -5%
34 | · | -1.1 | 13% | 3%
35 | 1% | -1.4 | 0.0% | 0%
36 | 1% | -1.8 | -0.5% | 0%
37 | -5% | 2.3 | 0.0% | 11%
38 | 3% | -5.3 | -0.6% | -4%
39 | 1% | -4.9 | -0.1% | -2%
40 | -1% | -1.4 | -0.1% | -4%
41 | -1% | -5.2 | 8.9% | 0%
42 | 2% | -2.5 | -1.2% | 17%
43 | · | · | -2.5% | -19%
44 | · | · | 4.7% | -6%
45 | 1% | -0.1 | 0.0% | -3%
46 | · | · | 0.7% | -1%

Whole records from above. Screens in order: Akt phos inh, TGFb inhibitor, HepG2 tox, Abeta rescue, Nrf2 block, Mm-Cpn inhibitor, CCT modulator, Nrf2 ARE act, A549 tox
`Cn1c(O)c(C(=N)COc2ccccc2)c(=O)n(C)c1=O` across the screens: i, 14%, 8%, 11%, ?, 0%, 0.5, 0.2%, ?
`CC(C)(C)C(O)C(Oc1ccc(Cl)cc1)n1cncn1` (configuration not stated) across the screens: i, 21%, 2%, ?, ?, -3%[15.4 µM], -1.0, 2.7%, 7%

Values by screen from the entries so far:
A549 tox, compounds 39 to 42 → -2%, -4%, 0%, 17%
Akt phos inh, compounds 39 to 42 → i, i, i, i
CCT modulator, compounds 39 to 42 → -4.9, -1.4, -5.2, -2.5

Screens deposited in PubChem by National Center for Advancing Translational Sciences (NCATS).
